LAP4 TOR yeast: modulators of TOR pathway LAP4-GFP in S. cerevisiae; S. cerevisiae LAP4-GFP multiplex, flow cytometry GFP, 3 h; median GFP as percent of DMSO wells; GFP response vs DMSO, % at 10 µM; 320,000 compounds, 0.34% hits; AID 2023;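 active = GFP response vs DMSO above a set limit, about the screen mean plus 3 SD, cut at about 150% in these data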
MEP2 TOR yeast: alters MEP2-GFP fluorescence in TOR pathway yeast screen. 330,000 compounds, 0.51% hits. S. cerevisiae MEP2-GFP strain, flow cytometry GFP, 3 h; 100% = DMSO control level. GFP response vs DMSO, % at 10 µM. AID 2016;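 active = GFP response versus DMSO above a set limit, roughly screen mean plus 3 SD, cut at about 180% in these data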;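 note: median GFP fluorescence of the barcode-gated MEP2-GFP cells per well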
procasp7 counter: counter-screen: procaspase-7 (human) activation; activation, % at 8.5 µM; 330,000 compounds, 0.093% hits; P55210; AID 463210; recombinant procaspase-7, Ac-DEVD-pNA absorbance 405 nm; D23A/D198A/D206A triple mutant, cannot self-cleave; scale: DMSO 0, 5 µM enzyme 100;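 active = percent activation above the screen-wide mean plus 3 SD, cut at about 25% in these data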
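Assay system: Uncleavable procaspase-7 mutant enzyme; Input: 2 µM procaspase-7 mutant as dispensed; Also added: DEVD-pNA substrate; Medium: Zinc-free HEPES pH 7.4 with 300 mM NaCl, 0.01% Triton X-100; Timing: 1 h compound preincubation, 2 h substrate cleavage, 25 °C; Measured by: Epi-absorbance of released pNA at 405 nm, two timepoints.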
procasp3 activ: activates human procaspase-3. 330,000 compounds, 0.11% hits. recombinant procaspase-3 D3A, Ac-DEVD-pNA absorbance 405 nm. P42574. activation, % at 8.5 µM. AID 463141;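 active = activation above the mean of all tested compounds plus 3 SD, cut at about 21% in these data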;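 note: 0% = DMSO alone and 100% = DMSO wells spiked with extra 5 µM PC-3 D3A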
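Technique: 405 nm absorbance of p-nitroaniline, reads at 0 and 120 min; Test system: Procaspase-3 D3A mutant; Incubation: 1 h enzyme-compound preincubation, then 2 h substrate reaction, 25 °C; Repeats: singlicate, each compound tested once; Benchmarks: low control DMSO wells, high control DMSO plus 5 µM PC-3 D3A.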
RPL19A TOR yeast: alters RPL19A-GFP fluorescence in TOR pathway yeast screen; S. cerevisiae RPL19A-GFP strain, flow cytometry, 3 h; stronger effect = lower value; percent response vs DMSO, % at 10 µM; 330,000 compounds, 0.3% hits;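 active = percent response vs DMSO below 50%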;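 note: median channel GFP fluorescence of the barcoded RPL19A-GFP strain; ratio of sample median GFP to plate DMSO average so 100% = DMSO; lower means less RPL19A-GFP as with rapamycin TOR inhibition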
AHR activator: activates the human aryl hydrocarbon receptor. P35869. AHR-responsive luciferase reporter cells, luminescence. activation, % at 5 µM. 320,000 compounds, 2.5% hits. AID 2796; in the data active = activation above about 47%;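 note: 0% = vehicle wells and 100% = reference agonist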
ZTA DNA inh: ZTA (EBV) inhibition in EBNA-1 counter-screen; ZTA-DNA binding, fluorescence polarization; inhibition, % at 11 µM; 320,000 compounds, 0.15% hits; in the data active = inhibition above about 33%
EBNA-1 inhibitor: blocks EBNA-1 binding to DNA. 300,000 compounds, 0.34% hits. EBNA-1 DNA binding, fluorescence polarization. inhibition, % at 14.8 µM; in the data active = inhibition above about 28%
Numbers without * were called inactive; nt = no result given. The order is random (roughly 3.8% active in at least one column).

SMILES	MEP2 TOR yeast	RPL19A TOR yeast	procasp7 counter	ZTA DNA inh	procasp3 activ	LAP4 TOR yeast	EBNA-1 inhibitor	AHR activator
COc1ccccc1NC(=O)CSc1nnc(CSc2nc(C)cc(C)n2)o1	91	91	5	6	2	92	-3	5
COc1ccc(Br)cc1CNC(=O)CCC(=O)n1nc(C)c2ccccc21	110	105	-2	9	-1	101	-3	19
CC(C)(C)OC(=O)NCCC(=O)N/N=C/c1ccc2ncccc2c1	98	98	10	8	0	109	-1	2
CC1(C)C2CCC1(CS(=O)(=O)Nc1ccc(S(=O)(=O)N3CCCCC3)cc1)C(=O)C2 (stereo unspecified)	93	99	-3	-2	5	97	-7	2
COc1cccc(OCCNc2cc(Cl)ccc2[N+](=O)[O-])c1	99	100	-1	12	2	107	4	2
O=C(Cn1nc(-c2ccccc2)oc1=O)OCC(=O)c1ccc(F)c(F)c1	114	107	3	13	4	109	nt	1
O=C(Cn1nc(C(F)F)cc1C(F)F)NNC(=S)Nc1ccc(F)cc1	98	97	1	-12	0	98	-6	1
CCC(=O)Nc1cccc(NC(=O)c2cc3ccccc3o2)c1	118	109	3	-15	-2	107	-3	5
CCOc1cccc(/C=N/Nc2nc(N3CCCC3)nc(N3CCCC3)n2)c1O	100	95	6	-3	4	98	-11	32
COCCNC(=O)Cn1c(=O)n(Cc2ccc(C(=O)NCCc3ccc(OC)c(OC)c3)cc2)c(=O)c2ccccc21	107	102	8	7	6	101	1	4

SMILES	MEP2 TOR yeast	RPL19A TOR yeast	procasp7 counter	ZTA DNA inh	procasp3 activ	LAP4 TOR yeast	EBNA-1 inhibitor	AHR activator
COc1cc(NC(=O)CSc2nnc(Cn3nnc4ccccc43)n2C)cc(OC)c1	101	94	6	7	-8	89	-10	7
O=C(NNc1nc2cc3c(cc2s1)OCO3)c1ccccc1	91	102	-14	-2	-7	91	-8	61*
CNC(=O)CNC(=O)Nc1ccc(Cl)c(Cl)c1	102	99	12	-1	-1	99	2	3
O=C1CCCN2N=C(SCC(=O)Nc3ccc([N+](=O)[O-])cc3)SC2=N1	103	109	7	17	6	91	6	-2
CC/C(=N\NS(C)(=O)=O)c1ccccc1	99	102	2	-10	-4	100	-18	3
O=C(CN1C(=O)c2cccc3cccc1c23)Nc1ccccc1C(=O)NCc1ccco1	103	100	-10	10	-9	97	9	1
CC(NC(=O)CC1CCCCC1)c1ccccc1 (stereo unspecified)	95	103	7	-3	-1	97	-3	1
CCNC(=S)Nc1cc(-c2ccc(Cl)cc2)[nH]n1	99	99	-30	-4	-20	103	4	14
Cc1ccc(C(NC(=O)N2CCCC2)C(Cl)Cl)cc1F (stereo unspecified)	100	102	0	-17	2	97	5	2
NC(=O)COc1cc2oc(=O)c3c(c2cc1Cl)CCCC3	95	101	6	-3	4	90	0	-2

As entered above:
For procasp7 counter, `CC1(C)C2CCC1(CS(=O)(=O)Nc1ccc(S(=O)(=O)N3CCCCC3)cc1)C(=O)C2` (stereo unspecified) has -3
For AHR activator, `CCNC(=S)Nc1cc(-c2ccc(Cl)cc2)[nH]n1` has 14
For procasp3 activ, `CCC(=O)Nc1cccc(NC(=O)c2cc3ccccc3o2)c1` has -2

New compounds follow
SMILES	MEP2 TOR yeast	RPL19A TOR yeast	procasp7 counter	ZTA DNA inh	procasp3 activ	LAP4 TOR yeast	EBNA-1 inhibitor	AHR activator
COc1cccc(C2N(c3cccc(Cl)c3)C(=O)C3CCCN32)c1 (stereo unspecified)	114	100	-2	1	5	107	14	3
Cn1nc(C(=O)NCCc2ccc(S(N)(=O)=O)cc2)c2c1-c1ccccc1S(=O)(=O)C2	89	99	-1	-5	9	88	-3	1
CNc1snc(C)c1C(=O)OC(C)C(=O)Nc1ccccc1 (stereo unspecified)	99	95	0	-12	6	100	nt	4
Cc1cc(OCC(=O)O/N=C(\N)c2ccccc2)ccc1Br	112	97	3	-1	5	106	-5	1
CCN1CC(O)=C(c2nc3ccccc3s2)C1=N	88	81	3	7	4	89	5	-6
O=C(NCCc1ccc(Cl)cc1)C1CCCN1C(=O)NCc1ccccc1 (stereo unspecified)	112	101	-8	-5	-8	95	-10	-2
COc1ccc(S(=O)(=O)Cc2ccc(C(=O)N3CCN(c4ccccc4)CC3)o2)cc1	105	95	5	-2	3	102	-1	-1
COc1ccccc1NC(=O)C(C)OC(=O)CSCC(=O)Nc1cc(C)on1 (stereo unspecified)	92	91	0	-14	11	93	nt	12
CCCNC(=O)c1ccc2c(=O)c(O)c(-c3ccc(OC)cc3)[nH]c2c1	89	93	-2	4	119*	120	32*	19
CCn1c(SC(C)C(=O)OC)nnc1-c1c[nH]c2ccccc12 (stereo unspecified)	101	103	-5	12	4	105	3	4

SMILES	MEP2 TOR yeast	RPL19A TOR yeast	procasp7 counter	ZTA DNA inh	procasp3 activ	LAP4 TOR yeast	EBNA-1 inhibitor	AHR activator
O=C(Oc1ccc([N+](=O)[O-])cc1)c1cc(-c2ccccc2)nc2ccccc12	106	104	-9	-22	-10	98	-2	0
COCCN1CCN(C(=O)c2ccc3nc(Cc4ccccc4F)oc3c2)CC1	96	94	6	-6	1	98	-5	-1
CCCN(CCC)Cc1cc(=O)oc2cc3c(cc12)CCC3	111	102	6	2	14	110	0	-2
O=C(CN1C(=O)NC2(CCCC2)C1=O)Nc1cccc(Cl)c1Cl	105	102	0	7	1	99	-17	4
COC(=O)NNC(=O)C12CC3CC(CC(C3)C1)C2	98	96	-3	-12	0	90	5	-1
S=C(c1ccc2c(c1)OCO2)N1CCCCC1	76	82	-1	-10	0	77	6	2
Cc1ccc(C)c(SCC(=O)Nc2ccc(C)c(S(=O)(=O)N3CCOCC3)c2)c1	105	97	-4	-2	1	100	nt	0
O=C(NCCc1nnc2ccc(N3CCCCCC3)nn12)c1ccccc1F	100	100	1	-16	8	87	-14	-12
O=C(COc1ccc(Cl)cc1Cl)Nc1ccc(CN2CCOCC2)cc1	97	102	6	0	9	102	4	2
Cc1ccc(S(=O)(=O)/N=C(/Nc2nc(C)cs2)c2ccccc2)cc1	101	101	10	nt	-3	107	nt	1

SMILES	MEP2 TOR yeast	RPL19A TOR yeast	procasp7 counter	ZTA DNA inh	procasp3 activ	LAP4 TOR yeast	EBNA-1 inhibitor	AHR activator
CCOc1cc(C(c2c(C)[nH][nH]c2=O)c2c(C)[nH][nH]c2=O)ccc1OS(=O)(=O)c1ccc(C)cc1	99	93	-3	-4	-7	95	-3	-3
COc1cc(/C=C(/NC(=O)c2ccccc2Cl)C(=O)O)cc(OC)c1OC	101	98	10	7	-6	88	8	1
C#CCOc1ccc(Br)cc1C(c1c(C)[nH][nH]c1=O)c1c(C)[nH][nH]c1=O	92	96	-11	-16	8	83	-14	1
CCC(=O)Nc1ccc(C(=O)Nc2cccc(C)n2)cc1	102	100	-3	3	2	89	-1	20
Cc1cc(N2CCOCC2)n2cc(-c3ccc(F)cc3)nc2n1	98	100	-5	-10	-4	92	-9	1
Cc1ccc(C(C)C)c(OCCCN2C(=O)NC(C)(C)C2=O)c1	104	104	3	3	-7	122	-8	0
COc1ccc(-n2c(=S)[nH]c3cc(C(=O)NCc4ccc(F)cc4)ccc3c2=O)c(OC)c1	86	99	-1	-10	-2	95	-1	-2
COc1cc(C(=O)Nc2ccccn2)cc(OC)c1OC	104	98	-6	10	9	102	7	22
CC(=O)n1cc([C@@H]2C=C(C(=O)O)O[C@H](OCc3ccc(CO)cc3)C2)c2ccccc21	92	107	0	6	-1	110	0	7
Cc1csc2nc3ccccc3c(=O)n12	106	105	3	-10	-1	100	-4	-2

SMILES	MEP2 TOR yeast	RPL19A TOR yeast	procasp7 counter	ZTA DNA inh	procasp3 activ	LAP4 TOR yeast	EBNA-1 inhibitor	AHR activator
CCCCc1nnc(NC(=O)Cc2ccc(OC)c(S(=O)(=O)N3CCOCC3)c2)s1	97	98	-6	-13	-11	107	-4	2
Cc1cccc(OCCn2nnc3ccccc32)c1C	102	102	8	-23	-2	103	-4	-1
Cc1ccccc1C(=O)Nc1ccc(-c2nc3ccc(C(=O)c4ccccc4)cc3[nH]2)cc1	100	89	0	9	-1	92	11	-2
Cc1ccc(CN2CCN(/N=C/c3ccc(C)s3)CC2)c(C)c1	94	99	-10	-5	3	100	-6	-4
Cc1cnc(NC(=O)COc2ccccc2Cl)s1	101	nt	10	2	-5	96	11	-10
COc1ccc(C(=O)Cn2c(Cl)nc3c2c(=O)n(C)c(=O)n3C)cc1	98	99	6	1	-2	106	0	1
Cc1ccc(SCC(=O)O/N=C(\N)c2cccnc2)cc1	101	98	-2	3	1	101	-6	-1
O=C1NC2=C(CCc3ccccc32)C(c2ccccc2)N1 (stereo unspecified)	99	99	2	-10	7	99	4	82*
CCCc1cnc(N2CCN(C(=O)c3c(-c4ccccc4)noc3C)CC2)nc1	96	92	6	7	-13	103	8	-1
Cc1nc(SCC(N)=O)c(C#N)c(C)c1C	94	100	0	1	-8	111	7	-1

SMILES	MEP2 TOR yeast	RPL19A TOR yeast	procasp7 counter	ZTA DNA inh	procasp3 activ	LAP4 TOR yeast	EBNA-1 inhibitor	AHR activator
C=C1CCN([C@H](C(=O)OCc2ccc(C)cc2)C(C)C)S(=O)(=O)c2ccccc21	95	94	-12	-7	0	106	5	10
COc1ccc(NC(=O)CSc2nc(-c3ccc(C)cc3)cc(C(F)(F)F)c2C#N)cc1	97	97	3	6	1	96	8	15
CCn1ccnc1CN1CCCC(C(=O)c2ccc3cc(OC)ccc3c2)C1 (stereo unspecified)	95	97	-2	-3	-7	97	-3	9
CCCN(Cc1ccccc1)C(=S)Nc1ccc(F)cc1	101	103	14	-7	7	101	5	-1
c1ccc(-c2csc3ncnc(-n4cnc5ccccc54)c23)cc1	108	104	0	-21	-4	104	-3	-2
O=P(O)(O)c1cc(-c2ccccc2)oc1-c1ccccc1	101	98	2	-11	-6	101	-10	2
COc1ccc(CCNC(=O)CSc2nc3[nH]ncc3c(=O)n2-c2ccc(Br)cc2)cc1OC	99	108	11	-27	-7	92	-5	7
CN(C)CC(C)(C)CNc1ccc(S(=O)(=O)N2CCCC2)cn1	106	100	-13	nt	5	92	nt	-1

Screening results (PubChem BioAssay)
